From PubChem BioAssay
Jurkat NFkB inh: lowers PMA/ionomycin-induced NF-kB signal in Jurkat cells; PMA/ionomycin-induced NF-kB luciferase reporter, luminescence; inhibition, % at 4 µM; hit rate 0.53% among 330,000; AID 435003; in the data active = inhibition above about 50%
697 NFkB inh: inhibitors of the PMA/ionomycin-induced NF-kB reporter in 697 B cells; hit rate 0.33% among 330,000; 697 B-cell NF-kB luciferase reporter, 16 h; inhibition, % at 4 µM; in the data active = inhibition above about 35%
XBP1 UPR activ: activators of adaptive arm of unfolded protein response (XBP1) | AID 463104 | CHO-XBP1 luciferase reporter, IRE1-XBP1 UPR activation, luminescence; percent of tunicamycin response, DMSO as zero | activation, % at 20 µM | hit rate 0.33% among 330,000;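 active = versus positive control, 20 µM dose yields 30% or more activation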;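 also: 100% = tunicamycin at 10 µg/mL and 0% = DMSO only wells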
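Test system: CHO-XBP1 luciferase reporter cells | Buffer or medium: Serum-containing F12 medium, 10% FBS | Schedule: 6 h compound exposure at 37 °C, 5% CO2 | Detection: Steady-Glo luciferase glow luminescence, 10 min after reagent addition | Read-out basis: Activation, % of tunicamycin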
APJ antag: antagonists of human APJ apelin receptor. P35414. CHO-K1 APJ beta-arrestin complementation, luminescence. inhibition, % at 20 µM. hit rate 0.32% among 330,000. AID 2521;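 active = inhibition above about 40% at 20 µM, limit read from the data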;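 also: cells challenged with 10 nM apelin-13 agonist together with compound; plate controls were apelin-13 plus DMSO wells for no effect and DMSO wells lacking apelin-13 for full effect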
APJ ag: activates the human apelin receptor APJ; P35414; CHO-K1 APJ PathHunter beta-arrestin, luminescence; 0% DMSO wells, 100% apelin; activation, % at 20 µM; hit rate 0.11% among 330,000; AID 2520;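 active = activation more than six SD over the plate average, tested at 20 µM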;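 also: 0% = DMSO alone and 100% = apelin-13 at 10 nM; some results filed as inactive read as strong as hits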
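Material: engineered CHO-K1 APJ arrestin reporter cells; amount: 1000 CHO-K1 reporter cells seeded per well; incubation: compound stimulation 90 min at 25 °C, detection 60 min; signal: luminescent beta-gal fragment complementation, chemiluminescent substrate; read-out basis: APJ agonist activity; controls: DMSO-only wells as negative, 10 nM Apelin-13 as positive control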
Mdm2-MdmX inh: human Mdm2/MdmX binding inhibition; SaOS-2 split-luciferase Mdm2/MdmX complementation, luminescence; inhibition, % at 8 µM; hit rate 3% among 330,000; AID 485346;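 active = inhibition of at least 50% at 8 µM in the primary screen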
Target sequence (O15151 whole entry, looked up): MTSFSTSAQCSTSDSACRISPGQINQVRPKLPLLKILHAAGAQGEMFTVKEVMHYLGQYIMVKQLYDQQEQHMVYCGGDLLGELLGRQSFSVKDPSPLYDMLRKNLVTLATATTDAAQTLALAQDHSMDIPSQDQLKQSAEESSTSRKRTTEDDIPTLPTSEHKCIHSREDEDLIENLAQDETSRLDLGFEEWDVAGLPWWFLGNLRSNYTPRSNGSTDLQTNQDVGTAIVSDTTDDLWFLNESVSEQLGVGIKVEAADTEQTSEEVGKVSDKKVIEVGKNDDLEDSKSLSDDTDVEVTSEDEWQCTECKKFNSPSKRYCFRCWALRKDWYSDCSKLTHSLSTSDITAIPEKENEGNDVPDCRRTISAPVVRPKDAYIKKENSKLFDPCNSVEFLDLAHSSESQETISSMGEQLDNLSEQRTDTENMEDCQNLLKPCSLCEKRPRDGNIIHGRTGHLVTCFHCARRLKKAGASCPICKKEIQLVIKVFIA
Target sequence (Q00987 whole entry, looked up): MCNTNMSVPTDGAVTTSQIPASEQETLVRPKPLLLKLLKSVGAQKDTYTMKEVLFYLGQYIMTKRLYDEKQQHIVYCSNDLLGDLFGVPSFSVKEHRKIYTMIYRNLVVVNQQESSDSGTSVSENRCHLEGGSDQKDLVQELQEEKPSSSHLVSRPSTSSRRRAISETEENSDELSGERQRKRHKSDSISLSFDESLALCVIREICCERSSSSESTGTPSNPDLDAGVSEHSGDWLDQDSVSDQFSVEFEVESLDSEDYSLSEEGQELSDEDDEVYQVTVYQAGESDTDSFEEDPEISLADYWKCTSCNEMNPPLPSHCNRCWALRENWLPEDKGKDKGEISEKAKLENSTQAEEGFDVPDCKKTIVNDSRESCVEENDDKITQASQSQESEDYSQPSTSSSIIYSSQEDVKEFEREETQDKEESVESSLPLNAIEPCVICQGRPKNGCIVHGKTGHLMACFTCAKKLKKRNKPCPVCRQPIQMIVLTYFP
tim23-1 inh: tim23-1 yeast growth inhibition; hit rate 1.3% among 330,000; inhibition, % at 20 µM; S. cerevisiae tim23-1 growth, BacTiter-Glo luminescence, 24 h;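 active = growth inhibition of the mutant yeast at or above 50%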;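 also: temperature-sensitive mutant grown at 25 °C; plate controls were DMSO-treated mutant yeast for no effect and medium wells lacking yeast for full effect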
CHOP UPR activ: activators of apoptotic arm of unfolded protein response (CHOP) | hit rate 0.34% among 330,000 | activation, % at 10 µM | CHO-CHOP luciferase reporter, UPR activation, luminescence; percent of tunicamycin response over DMSO baseline | AID 449763;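 active = at 10 µM dose, activation of 40% or more, normalized to positive control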;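 also: 100% = tunicamycin at 10 µg/mL and 0% = DMSO alone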
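System: CHO-CHOP luciferase reporter cell line | Buffer or medium: F12 medium containing 10% fetal bovine serum | Doses: One dose, 10 µM in 0.5% DMSO | Times: 6 h compound exposure at 37 °C after overnight seeding | Signal: Luciferase luminescence | Read-out: % activation vs tunicamycin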
* hit, by the source's call; x = no result given.

1) COc1nc(OC)nc(N2CCC(C(=O)Nc3cccc4ccccc34)CC2)n1
2) CCN1C(=O)/C(=C2\C=Cc3cc(C)ccc3N2CC)OC1=S
3) CC(C)[C@H](NC(=O)c1ccco1)C(=O)OCC(=O)Nc1ccc(F)cc1
4) Cc1nnc(SCC(=O)Nc2sc3c(c2C#N)CCCC3)[nH]c1=O
5) Cc1ccc(-c2noc(/C=C/c3ccccc3)n2)cc1
assay / entry	1	2	3	4	5
Jurkat NFkB inh	-5	-2	-2	-8	-26
697 NFkB inh	-3	-44	6	7	-44
XBP1 UPR activ	-2	8	2	3	3
APJ antag	-12	7	10	-10	14
APJ ag	1	1	-3	-7	-1
Mdm2-MdmX inh	17	-15	4	20	-44
tim23-1 inh	15	-3	4	-4	8
CHOP UPR activ	-2.6	0.1	0.1	-1.4	3.8

6) O=C(COc1ccc2ccccc2c1)Nc1cccc2c1C(=O)NC2=O
7) CCC1CCc2sc(C(=O)NCC3CCCO3)cc2C1 (centres undefined)
8) COc1ccc(NC(=O)CN(C)C(=O)c2c(-c3ccccc3Cl)noc2C)cc1
9) O=C(CCC(=O)N(CC(=O)NC1CCCCC1)Cc1ccccc1)Nc1nccs1
10) Cc1ccc(CN(Cc2ccco2)C(=O)c2ccco2)cc1
assay / entry	6	7	8	9	10
Jurkat NFkB inh	6	-98	1	-18	6
697 NFkB inh	9	-66	13	-17	-2
XBP1 UPR activ	-1	-3	-3	-5	-2
APJ antag	-10	10	6	9	13
APJ ag	2	-5	-4	1	-5
Mdm2-MdmX inh	3	-83	9	2	23
tim23-1 inh	-8	51*	12	11	8
CHOP UPR activ	-1.6	1.3	1.3	1.3	-0.8

11) CCC(=O)c1ccc(OCC(=O)N(C)CC(=O)Nc2cccc(F)c2)cc1
12) O=C1N/C(=N\N=C\c2cccnc2)SC1Cc1ccc(SC(F)F)cc1 (centres undefined)
13) CC1=Nc2cc(C(=O)NCCCOC(C)C)ccc2Sc2ccccc21
14) COc1ccc(OC)c(S(=O)(=O)N2CCC(C(=O)NCc3ccccn3)CC2)c1
15) O=C(c1ccc[nH]1)N1O[C@@H]2C=C[C@H]1C2
assay / entry	11	12	13	14	15
Jurkat NFkB inh	8	-1	24	-6	x
697 NFkB inh	11	-34	-1	20	14
XBP1 UPR activ	1	2	1	-1	0
APJ antag	3	-4	17	-8	x
APJ ag	-3	-3	-3	0	x
Mdm2-MdmX inh	7	64*	49	-2	-6
tim23-1 inh	7	14	24	3	21
CHOP UPR activ	5.3	-2.9	-0.8	1.8	8.3

Record cards (already shown). Values in the order: Jurkat NFkB inh | 697 NFkB inh | XBP1 UPR activ | APJ antag | APJ ag | Mdm2-MdmX inh | tim23-1 inh | CHOP UPR activ
`CC1=Nc2cc(C(=O)NCCCOC(C)C)ccc2Sc2ccccc21` as listed: 24 | -1 | 1 | 17 | -3 | 49 | 24 | -0.8
`COc1ccc(NC(=O)CN(C)C(=O)c2c(-c3ccccc3Cl)noc2C)cc1` as listed: 1 | 13 | -3 | 6 | -4 | 9 | 12 | 1.3
`Cc1ccc(-c2noc(/C=C/c3ccccc3)n2)cc1` as listed: -26 | -44 | 3 | 14 | -1 | -44 | 8 | 3.8
`COc1nc(OC)nc(N2CCC(C(=O)Nc3cccc4ccccc34)CC2)n1` as listed: -5 | -3 | -2 | -12 | 1 | 17 | 15 | -2.6

Carrying on.
16) CC(OC(=O)c1ccc2c(=O)n3c(nc2c1)CCCCC3)C(N)=O (centres undefined)
17) CN1C(=O)C(=O)N(CC(=O)Nc2ccccc2OC(F)F)C1=O
18) Nc1c2c(nn1-c1ccc(C(=O)O)cc1)CNC2
19) Cc1ccc(-c2nc3ccccc3c(C(=O)NCc3cccs3)c2C)cc1
20) COc1ccc(-n2nc(C)c3c(=O)c4c([nH]c32)CCCC4)cc1
assay / entry	16	17	18	19	20
Jurkat NFkB inh	-14	18	-26	5	19
697 NFkB inh	-15	22	-19	25	10
XBP1 UPR activ	-2	-4	1	0	-5
APJ antag	-13	1	19	7	16
APJ ag	-3	-1	-3	0	1
Mdm2-MdmX inh	6	34	-16	-4	21
tim23-1 inh	-2	-2	18	34	-8
CHOP UPR activ	-1.6	0.0	0.9	-1.8	0.3

Taken from above for reference:
14) COc1ccc(OC)c(S(=O)(=O)N2CCC(C(=O)NCc3ccccn3)CC2)c1
15) O=C(c1ccc[nH]1)N1O[C@@H]2C=C[C@H]1C2
16) CC(OC(=O)c1ccc2c(=O)n3c(nc2c1)CCCCC3)C(N)=O (centres undefined)
17) CN1C(=O)C(=O)N(CC(=O)Nc2ccccc2OC(F)F)C1=O
assay / entry	14	15	16	17
Jurkat NFkB inh	-6	x	-14	18
697 NFkB inh	20	14	-15	22
XBP1 UPR activ	-1	0	-2	-4
APJ antag	-8	x	-13	1
APJ ag	0	x	-3	-1
Mdm2-MdmX inh	-2	-6	6	34
tim23-1 inh	3	21	-2	-2
CHOP UPR activ	1.8	8.3	-1.6	0.0

Continuation:
21) C/C(=N\NC(=O)Cc1ccccc1)c1cccs1
22) Cc1cccc(C(=O)N2CCC(c3nc(-c4ccc(S(=O)(=O)N5CCOCC5)cc4)no3)CC2)c1
23) CC(=O)Nc1cccc(-c2nc3ccccc3c(=O)o2)c1
24) O=C(O)c1cc(NC(=O)c2ccc3c(c2)C(=O)N(Cc2ccccc2)C3=O)cc(C(=O)O)c1
25) CNC(=O)c1[nH]cnc1C(=O)N[C@@H](Cc1ccccc1)C(=O)OCc1ccccc1
assay / entry	21	22	23	24	25
Jurkat NFkB inh	-3	8	-1	-2	10
697 NFkB inh	3	-23	-8	-15	14
XBP1 UPR activ	1	-5	5	-1	0
APJ antag	0	-8	19	-8	4
APJ ag	-7	-3	0	-3	-3
Mdm2-MdmX inh	14	29	1	-14	40
tim23-1 inh	16	13	-11	-8	27
CHOP UPR activ	2.8	-1.6	0.5	-1.5	-0.4

As entered above:
COc1ccc(NC(=O)CN(C)C(=O)c2c(-c3ccccc3Cl)noc2C)cc1 in Mdm2-MdmX inh is entered as 9
O=C(c1ccc[nH]1)N1O[C@@H]2C=C[C@H]1C2 in XBP1 UPR activ is entered as 0
CC1=Nc2cc(C(=O)NCCCOC(C)C)ccc2Sc2ccccc21 in 697 NFkB inh is entered as -1

Further structures:
26) CN(C)CCN1CC(C(=O)O)CC1=O (centres undefined)
27) Cc1cc(C)cc(C(=O)Nc2nnc(SCC(=O)NCC3CCCO3)s2)c1 (centres undefined)
28) Cc1ccc(-c2nnc3n2CCCCC3)cc1
29) CC(=O)c1cc(F)c(N2CCCCCC2)cc1C
30) CCN(CC)S(=O)(=O)c1ccc(N2CC(C(=O)NC3(C)CCS(=O)(=O)C3)CC2=O)cc1 (centres undefined)
assay / entry	26	27	28	29	30
Jurkat NFkB inh	17	9	-2	-12	-10
697 NFkB inh	19	15	4	3	24
XBP1 UPR activ	-4	-5	-7	2	-3
APJ antag	12	1	2	-9	-11
APJ ag	-1	2	-2	-6	-4
Mdm2-MdmX inh	17	-20	9	-1	-34
tim23-1 inh	-3	-2	-6	10	-5
CHOP UPR activ	-1.0	0.6	-0.4	-0.1	-3.7

31) Cc1ccc(/C=C/C(=O)N2CCN(S(=O)(=O)c3cccs3)CC2)o1
32) CCN(CC(=O)NCc1cccs1)S(=O)(=O)c1ccc(C(C)C)cc1
33) Cc1cc(C(=O)CSc2nnc(N)s2)c(C)n1CCc1ccc(Cl)cc1
34) C=CCNc1nc(-c2c(C)nc3sccn23)cs1
35) CC(Oc1cccc(F)c1)C(=O)Nc1ccc(N2CCOCC2)cc1 (centres undefined)
assay / entry	31	32	33	34	35
Jurkat NFkB inh	1	6	-15	-26	6
697 NFkB inh	23	7	12	-44	9
XBP1 UPR activ	-2	-3	1	0	3
APJ antag	-9	-5	4	14	5
APJ ag	-1	-2	0	-4	-2
Mdm2-MdmX inh	19	20	3	10	-25
tim23-1 inh	24	28	35	36	18
CHOP UPR activ	0.1	-3.0	1.7	-1.4	-0.2

36) O=C(c1ccccc1)c1c[nH]c2cc3c(cc2c1=O)OCO3
37) Cc1ccc(SCCN2CCC(O)CCC2=O)cc1 (centres undefined)
38) COc1ccccc1CNC(=O)COC(=O)Cc1cccs1
39) CC[C@H](C)C(=O)N[C@H]1CCCN1C(=O)/C=C/c1ccccc1
40) Cc1cc(C)c2c(=O)[nH]c(SCC(=O)NCCc3ccccc3)nc2n1
assay / entry	36	37	38	39	40
Jurkat NFkB inh	-8	-15	2	-2	-7
697 NFkB inh	5	-16	-4	10	7
XBP1 UPR activ	-3	6	-5	2	0
APJ antag	9	-99	1	2	18
APJ ag	-2	10	1	-3	-7
Mdm2-MdmX inh	8	14	-2	3	15
tim23-1 inh	3	17	9	7	-5
CHOP UPR activ	-1.7	-0.7	-1.1	-0.8	-0.2

41) CC/C(=C\C(=O)c1cccnc1)Nc1ccc(C)c(C)c1
42) O=C(C1CCC1)N1CCN(c2ccccc2)CC1
43) N#Cc1ccccc1CSc1ncccc1C(=O)O
44) O=C(c1ccc(NS(=O)(=O)c2ccc(F)cc2)cc1)N1CCC1
45) N#Cc1c2n(c(=S)n(-c3ccccn3)c1=O)CCCCC2
assay / entry	41	42	43	44	45
Jurkat NFkB inh	-13	-3	-8	9	-11
697 NFkB inh	-8	9	-12	7	-14
XBP1 UPR activ	-5	-3	-4	2	2
APJ antag	-3	8	0	15	8
APJ ag	-3	2	-3	-3	0
Mdm2-MdmX inh	-5	9	5	19	5
tim23-1 inh	17	7	3	-9	13
CHOP UPR activ	-1.0	1.6	4.6	-0.6	5.0

46) O=C(CNC(=O)Cc1ccc(Cl)cc1)NCc1ccco1
47) N#Cc1cc2ccccc2n2nnnc12
48) CC(=O)OC(C(=O)Nc1ccccc1)C(C)S(=O)(=O)c1ccccc1 (centres undefined)
49) CC(C)n1cnc2c(Nc3ccc(C(=O)O)cc3)nc(Cl)nc21
50) CCn1c(SCC(=O)c2ccc(OC)cc2)nnc1C1CC1
assay / entry	46	47	48	49	50
Jurkat NFkB inh	24	10	3	14	-9
697 NFkB inh	18	-6	7	-13	2
XBP1 UPR activ	0	-2	-1	2	2
APJ antag	-13	-6	0	23	-1
APJ ag	-3	10	-5	3	-5
Mdm2-MdmX inh	0	-3	31	15	10
tim23-1 inh	11	15	-5	-2	10
CHOP UPR activ	0.0	0.4	0.7	1.6	3.3

With a hit mark in Mdm2-MdmX inh, among the entries above:
# | SMILES | Jurkat NFkB inh | 697 NFkB inh | XBP1 UPR activ | APJ antag | Mdm2-MdmX inh
12 | O=C1N/C(=N\N=C\c2cccnc2)SC1Cc1ccc(SC(F)F)cc1 (centres undefined) | -1 | -34 | 2 | -4 | 64*

(cont.)
51) Cn1c2c(c(=O)n1-c1ccccc1)CSCC2
52) CCCSc1nc(C)cc(=O)[nH]1
53) CCc1cc(C(=O)OC)c(NC(=O)CC2Sc3ccc(C(F)(F)F)cc3NC2=O)s1 (centres undefined)
54) Cc1ccc(N2C(=O)C3C(c4ccccc4)N4CCCN4C3(C)C2=O)cc1 (centres undefined)
assay / entry	51	52	53	54
Jurkat NFkB inh	-7	5	-8	9
697 NFkB inh	13	-17	-56	-10
XBP1 UPR activ	-1	-1	-1	-1
APJ antag	18	2	-7	5
APJ ag	4	2	6	1
Mdm2-MdmX inh	0	-24	6	-5
tim23-1 inh	18	18	7	7
CHOP UPR activ	-0.6	-1.4	0.6	2.4
